DUSP3 inh = VHR1 phosphatase inhibitors, primary screen, biochemical, absorbance, uHTS; Dual specificity protein phosphatase 3 (Homo sapiens), P51452; recombinant VHR phosphatase, pNPP absorbance; inhibition, % at 13.3 µM; 0.52% of 290,000 active; AID 1654, 2009; in the data active = inhibition above about 50%; also: some compounds called inactive have numbers as strong as hits
Target sequence (P51452 whole entry, looked up): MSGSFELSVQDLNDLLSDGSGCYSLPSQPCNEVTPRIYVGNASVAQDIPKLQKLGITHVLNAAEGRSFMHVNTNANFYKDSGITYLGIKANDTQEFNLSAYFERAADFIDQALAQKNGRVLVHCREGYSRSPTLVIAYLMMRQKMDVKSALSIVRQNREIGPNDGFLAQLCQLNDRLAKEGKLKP
MazEF act = activators of E. coli MazEF toxin-antitoxin RNase, primary screen, biochemical, fluorescence, uHTS; AID 504720, 2011; Endoribonuclease toxin MazF (Escherichia coli (strain K12)), P0AE70; FAM/BHQ RNA-DNA oligo cleavage fluorescence, 5 h; activation, % at 20 µM; 0.32% of 350,000 active; in the data active = activation above about 50%
BoNT F protease = BoNT/F light chain protease inhibitors, primary screen, biochemical, flow cytometry, MLPCN library. Multiplex microsphere protease cleavage assay. AID 588497, 2011. 0.22% of 360,000 active. inhibition, % at 10 µM; in the data active = inhibition above about 35%, passing the limit was not always enough; inconclusive = no clear call, values can overlap the other calls; also: plate controls were buffer without enzyme for full effect and enzyme alone for no effect
Rv3671c inh = Rv3671c serine protease inhibitors, primary screen, biochemical, fluorescence polarization, M. tuberculosis H37Rv | 0.048% of 320,000 active | inhibition, % at 5.96 µM | P9WHR9 | AID 2606, 2010; in the data active = inhibition above about 38%;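 also: extracellular domain of Rv3671c used as enzyme; 0% = enzyme with DMSO and 100% = no enzyme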
PrPC surface inh = inhibitors of human cell surface prion protein PrPC, primary screen, cell-based, TR-FRET; AID 720596, 2013; TR-FRET read-out; 0.43% of 370,000 active; inhibition, % at 13.8 µM; in the data active = inhibition above about 24%; also: 0% = median of the test wells and 100% = reference compound wells
PriA SSB inh = inhibitors of Klebsiella pneumoniae PriA binding to SSB C-terminal tail, primary screen, biochemical, AlphaScreen | inhibition, % at 33 µM | PriA–SSB C-terminal tail interaction (Klebsiella pneumoniae) | 0.6% of 430,000 active | AID 1272365, 2023 | AlphaScreen SSBct-PriA binding, biotinylated peptide; in the data active = inhibition mostly above about 37%, no sharp cut-off; inactive = mostly below about 20%;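 also: plate controls were negative control peptide for no effect and reference peptide for full effect; strong numbers were not always called active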
BoNT A protease = BoNT/A light chain protease inhibitors, primary screen, biochemical, flow cytometry, MLPCN library. Botulinum neurotoxin type A light chain protease (Clostridium botulinum A str. ATCC 3502). multiplex microsphere protease substrate cleavage. inhibition, % at 10 µM. 0.17% of 360,000 active; also: plate controls were buffer without enzyme for full effect and enzyme alone for no effect
Anthrax LF inh2 = Bacillus anthracis LF protease inhibitors, primary screen, biochemical, multiplex microsphere, MLPCN library; Lethal factor (Bacillus anthracis), P15917; multiplex microsphere protease cleavage assay; inhibition, % at 10 µM; 0.12% of 360,000 active; AID 588501, 2011; also: plate controls were buffer without enzyme for full effect and enzyme alone for no effect
Target sequence (P15917 whole entry, looked up): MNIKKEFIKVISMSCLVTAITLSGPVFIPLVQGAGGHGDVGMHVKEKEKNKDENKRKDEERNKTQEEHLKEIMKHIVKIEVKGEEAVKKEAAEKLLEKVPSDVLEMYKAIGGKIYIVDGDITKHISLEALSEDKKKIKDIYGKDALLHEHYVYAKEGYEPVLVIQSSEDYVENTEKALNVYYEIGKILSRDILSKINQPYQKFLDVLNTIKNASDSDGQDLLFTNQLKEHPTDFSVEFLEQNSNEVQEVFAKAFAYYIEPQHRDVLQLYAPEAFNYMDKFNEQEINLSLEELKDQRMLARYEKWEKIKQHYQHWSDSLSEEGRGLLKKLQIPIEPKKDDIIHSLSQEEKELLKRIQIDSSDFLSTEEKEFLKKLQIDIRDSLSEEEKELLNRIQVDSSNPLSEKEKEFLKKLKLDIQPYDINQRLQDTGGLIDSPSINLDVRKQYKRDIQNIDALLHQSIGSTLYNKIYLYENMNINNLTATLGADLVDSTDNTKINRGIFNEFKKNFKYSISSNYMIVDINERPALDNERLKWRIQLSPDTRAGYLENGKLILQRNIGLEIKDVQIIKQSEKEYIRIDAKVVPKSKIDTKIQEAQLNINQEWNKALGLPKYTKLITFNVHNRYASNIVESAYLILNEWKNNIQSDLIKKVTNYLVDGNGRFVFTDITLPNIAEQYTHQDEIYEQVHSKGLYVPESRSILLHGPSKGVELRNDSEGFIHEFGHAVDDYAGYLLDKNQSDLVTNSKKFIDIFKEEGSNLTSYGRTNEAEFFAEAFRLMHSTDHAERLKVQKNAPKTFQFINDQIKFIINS
3CLpro inhibitor = SARS-CoV 3CLpro protease inhibitors, primary screen, biochemical, quenched FRET; recombinant SARS-CoV 3CLpro, quenched FRET peptide cleavage; 0.14% of 290,000 active; inhibition, % at 6 µM; Replicase polyprotein 1ab (Severe acute respiratory syndrome coronavirus), P0C6X7; in the data active = inhibition above about 12%
CCHF vOTU inh = CCHFV vOTU protease inhibitors, primary screen, biochemical, Pep-AMC substrate, fluorescence; inhibition, % at 11.5 µM; 0.55% of 370,000 active; AID 651958, 2012; Crimean-Congo hemorrhagic fever virus L polyprotein viral ovarian tumor (vOTU) protease …; in the data active = inhibition above about 30%; also: 0% = vehicle wells with enzyme and 100% = no enzyme wells
* = called active by the depositor; ? = inconclusive; . = not tested or not shown; & = joins results of further samples. Rule as the data show it, unless noted: active = inhibition above about 30%; inconclusive = no clear call, values can overlap the other calls; inactive = below that. The list is partial. The share of hits here may be higher or lower than overall.

Each structure is followed by: DUSP3 inh	MazEF act	BoNT F protease	Rv3671c inh	PrPC surface inh	PriA SSB inh	BoNT A protease	Anthrax LF inh2	3CLpro inhibitor	CCHF vOTU inh
COc1ccc(NC(=O)c2cccc(S(=O)(=O)NCc3ccco3)c2)c(OC)c1
→ .	4	-1	7	4	7	4.0	-7	.	-6
CN(c1ccc(C(=O)NC2CC2)cc1)S(=O)(=O)c1ccccc1
→ 30	-4	-7	2	6	-11	0.5	-4	-1	-8
NC(=O)COc1ccc(/C=N\NC(=O)c2ccc(-c3ccccc3)cc2)cc1
→ 6	-45	0	-11	-5	.	0.3	-3	3	4
Cc1nn(C)c(C)c1/C=N/O
→ 35	4	0	5	6	.	-0.3	3	-3	-5
CCN(CCNC(=O)CCCn1nc(C)n2c(cc3sccc32)c1=O)c1ccccc1
→ 17	3	8	-3	16	16	0.8	-6	-2	4
CCc1nc2ccc(C(=O)NCc3ccccc3OC)cn2c1N(CC)CCN(C)C
→ .	.	-1	.	-8	.	-0.1	-2	.	8
Cc1ccc(C(=O)NC(=S)Nc2cc(-c3nc4ccccc4s3)ccc2C)cc1
→ 10	-14	-1	-3	-10	1	-0.1	-3	3	-4
COCCCn1c(SCC(=O)Nc2ccccc2)nnc1-c1ccncc1
→ 13	1	15	2	-1	-4	0.5	-2	-6	2
COc1ccc(CNC(=O)CN(C(=O)CCC(=O)Nc2nccs2)c2ccc3c(c2)OCO3)cc1
→ -11	-2	23	5	6	5	0.5	2	-1	-10
COc1ccc(C(=O)NCc2ccc3c(c2)OCO3)cc1S(=O)(=O)N(C)Cc1ccccc1
→ 21	0	-6	-17	-1	-2	-0.1	-1	0	-10

Carrying on.
Each structure is followed by: DUSP3 inh	MazEF act	BoNT F protease	Rv3671c inh	PrPC surface inh	PriA SSB inh	BoNT A protease	Anthrax LF inh2	3CLpro inhibitor	CCHF vOTU inh
Oc1ccc(C[C@H]2CNCCN2CCCCC2CCCCC2)cc1
→ .	28	-7	-3	-7	10	-0.7	-6	.	4
CC(C)=CCCC(C)CN1CCC(n2nccc2NC(=O)c2cccnc2)CC1 (centres undefined)
→ 16	0	0	-4	-6	1	-2.6	0	3	-6
N/C(=N\OC(=O)CC1CCCCC1)c1ccncc1
→ 6	2	-3	-4	-1	.	0.1	-2	1	6
O/N=C/c1cc2ccccc2n1Cc1ccccc1F
→ 8	12	-35	-14	8	.	-6.1	-13	7	-1
CCC(O)(CC)C(=O)NN(C(=O)Nc1csc2c1CCCC2)c1ccccc1
→ -8	6	-3	4	-1	-3	-0.1	-2	-8	-9
Cc1ccccc1CNC(=O)c1ccccc1C(=O)O
→ 22	1	-16	-10	10	-10	-0.7	1	2	3
Cc1cc(/C=C2\SC(=O)N(C)C2=O)c(C)n1-c1cccc(C(=O)O)c1
→ 16	4	-21	-2	-5	2	-1.2	-5	4	13
Cn1cccc1Cc1nnc(SCC(=O)Nc2ccccc2)n1-c1ccc(F)cc1
→ 8	3	-4	0	-4	9	0.1	-13	3	4
Cc1cccc(Nc2c3c(nc4ncnn24)CCC3)c1
→ 15	1	-4	1	9	-16	0.3	-1	1	8
Cc1cccc(OCC(=O)N2CCN(C(=O)CCC3CCCC3)CC2)c1
→ 7	-3	-1	11	-3	-11	0.5	2	-1	-14

The last two compounds of the section above are carried over, then new ones follow.
Each structure is followed by: DUSP3 inh	MazEF act	BoNT F protease	Rv3671c inh	PrPC surface inh	PriA SSB inh	BoNT A protease	Anthrax LF inh2	3CLpro inhibitor	CCHF vOTU inh
Cc1cccc(Nc2c3c(nc4ncnn24)CCC3)c1
→ 15	1	-4	1	9	-16	0.3	-1	1	8
Cc1cccc(OCC(=O)N2CCN(C(=O)CCC3CCCC3)CC2)c1
→ 7	-3	-1	11	-3	-11	0.5	2	-1	-14
CN(C)CCNc1nc(-c2ccccc2)c2c(c1C#N)CC(C)(C)OC2
→ 35	2	7	6	-7	-8	1.1	-3	1	-7
CSC[C@H]1CN(Cc2ccccc2)C(=O)[C@@H]1CC(=O)Nc1ccccc1
→ .	9	4	.	-3	.	-0.1	0	.	21
COC(=O)Cn1ncc2c3ccccc3n(Cc3ccccc3)c2c1=O
→ -6	7	6	-5	2	-1	0.2	3	-1	-1
N#Cc1ccc(C(=O)Nc2nc(SCc3ccc(Cl)cc3)n[nH]2)cc1
→ -3	6	-8	-3	15	-4	-1.7	-7	7	-10
OC[C@@H]1CN(Cc2ccco2)C[C@H](n2cnc3c(NC4CCC4)ncnc32)O1
→ .	.	3	.	8	.	0.1	0	.	6
COc1ccccc1-c1cnn2c(NC3CCCC3)cc(C)nc12
→ -8	1	7	6	6	-39	-3.1	-13	-5	10
CCC1(c2ccccc2)NC(=O)N(CC(=O)NNC(=O)COc2ccc(Cl)cc2C)C1=O (centres undefined)
→ .	4	-2	-2	-1	8	-0.2	-9	.	-3
COC(=O)C1C(=O)C2=C(CC1C)NC(C)=C(C(=O)OC1CCCC1)C2c1ccc(N(C)C)cc1 (centres undefined)
→ -8	-8	8	4	7	7	0.6	-1	-8	6
CCN1C(=O)[C@H]2[C@@H](c3ccc(OC)cc3)N[C@]3(CCCN(Cc4ccc(Br)cc4)C3=O)[C@H]2C1=O
→ .	-7	-9	.	1	.	-0.5	-1	.	23
Cc1noc(C)c1S(=O)(=O)Nc1ccc(C(=O)NCc2ccccc2)cc1
→ 7	4	-20	-7	3	-12	-1.4	-4	-2	3

(more compounds)
Each structure is followed by: DUSP3 inh	MazEF act	BoNT F protease	Rv3671c inh	PrPC surface inh	PriA SSB inh	BoNT A protease	Anthrax LF inh2	3CLpro inhibitor	CCHF vOTU inh
C#CCOCCOCCOCCNc1nc(N2CCN(C(=O)[C@H](CCCCN)n3cc(CN)nn3)CC2)nc(N2CCN(C(=O)[C@H](CCC(=O)O)n3cc(CN)nn3)CC2)n1
→ .	-4	4	-9	0	2	-0.5	-5	.	8
CCc1ccccc1NC(=O)CSc1nc2cc(C(=O)NCC3CCCO3)ccc2c(=O)n1CC1CCCO1 (centres undefined)
→ .	1	-6	.	0	.	-0.9	4	.	8
Cc1cccc(NC(=O)c2ccc(S(=O)(=O)N3CCCCC3C)cc2)n1 (centres undefined)
→ 1	-17	-13	-4	5	-2&-7	-1.3	-3	-2	12
Cc1ccc(-c2nn(C)c(=O)c3ccccc23)cc1S(=O)(=O)NCCO
→ -4	-12	7	-3	-3	2	0.7	-3	3	1
CC(=O)NS(=O)(=O)c1cccnc1Nc1ccc(Cl)c(Cl)c1
→ 20	-6	-6	-14	6	-7	-0.2	0	0	13
CCCCNCCOCCOc1ccc(F)cc1
→ 21	7	-9	-17	-7	5	-0.1	-4	5	5
Cc1cc(C(F)F)n2nc(C(=O)NCc3ccccc3F)nc2n1
→ -8	11	-22	4	-1	1	0.9	4	1	3
O=C(NCC(=O)N1CCCCCCC1)c1cccc([N+](=O)[O-])c1
→ .	8	-12	12	-17	2	0.3	-3	.	0
Cc1ccc(N(CC(=O)NCc2ccco2)C(=O)CCC(=O)Nc2nccs2)cc1
→ 19	-2	0	-6	0	-7	1.2	-6	0	-10
CC(=O)Cn1c(CN2CC(C)CC(C)C2)nc2c1c(=O)n(C)c(=O)n2C (centres undefined)
→ 0	9	0	-7	0	-15	-1.5	0	-3	6

The results go on.
Each structure is followed by: DUSP3 inh	MazEF act	BoNT F protease	Rv3671c inh	PrPC surface inh	PriA SSB inh	BoNT A protease	Anthrax LF inh2	3CLpro inhibitor	CCHF vOTU inh
Cc1ccc(SCC(=O)OC(C)C(=O)Nc2ccc(S(N)(=O)=O)cc2)cc1C (centres undefined)
→ .	4	-1	-3	7	5	0.4	-6	.	-5
COC(=O)C1CCN(C(=O)c2cc(-c3ccc(Cl)s3)nc3ccccc23)CC1
→ .	3	4	-2	36*	-18	1.3	-3	.	-63
CC(C)(C)NC(=O)NC(=O)CN1CCN(c2ccccc2)CC1
→ -28	1	2	2	-3	-19	-0.2	-3	-3	-1
NS(=O)(=O)c1ccc(CCNC(=O)Cc2ccc(S(=O)(=O)N3CCOCC3)s2)cc1
→ .	2	-8	1	1	1	3.5	-2	.	0
COc1ccccc1C(=O)COC(=O)CNS(=O)(=O)c1ccc(NC(C)=O)cc1
→ 14	1	3	-2	0	-5	1.9	2	0	-1
O=C(COC(=O)CN1C(=O)C2CCCCC2C1=O)NC1CCS(=O)(=O)C1 (centres undefined)
→ 8	4	2	-6	-1	3	-0.1	-1	0	-20
CCOC(=O)c1ccc(NC(=S)NN2CCOCC2)cc1
→ -10	-1	-5	-1	3	-11	0.2	1	0	8
Brc1ccc(-c2noc(COc3ccc4ccccc4c3)n2)o1
→ 2	-6	-8	-20	3	-17	-0.6	-12	1	-6
COc1ccc([C@H]2C[C@@H](n3cc(COC(=O)c4ccccc4)nn3)[C@H](O)CN2CC2CCCCC2)cc1
→ .	-17	0	.	4	.	0.2	3	.	-3
CCCCn1c(SCC(=O)c2ccccc2)nc2ccsc2c1=O
→ -8	-10	-1	-8	4	11	0.0	-1	4	1

(cont.)
Each structure is followed by: DUSP3 inh	MazEF act	BoNT F protease	Rv3671c inh	PrPC surface inh	PriA SSB inh	BoNT A protease	Anthrax LF inh2	3CLpro inhibitor	CCHF vOTU inh
Cn1/c(=N/N=C/c2ccc(Cl)c([N+](=O)[O-])c2)sc2ccccc21
→ 25	3	-5	-7	0	.	3.3	4	6	2
Cc1cc(N2CC(C(=O)O)CC2=O)ccc1Br (centres undefined)
→ 22	5	?	-5	1	-5	0.0	1	-7	6
Fc1ccc(C(CNC(=S)NC2CCCCC2)N2CCOCC2)cc1 (centres undefined)
→ 2	-6	5	4	2	-6	-0.8	3	2	-7
O=C(O)/C=C/C(=O)Nc1ccc2c(c1)C(=O)c1ccccc1C2=O
→ 0	-6	.	-7	-51	1	.	.	8	16
COc1nc(-c2ccccc2)cc(-c2ccc(OC)c(OC)c2)n1
→ 16	19	-2	-8	7	-12	0.5	-1	2	4
O=C(C1CN(C(=O)c2cc3ccccc3o2)c2ccccc2O1)N1CCCCC1 (centres undefined)
→ .	2	-10	.	-1	.	-0.2	-2	.	-3
CC1(C)C(c2ccc(Cl)cc2)=[N+]([O-])C2(CCCC/C2=N\O)N1O (centres undefined)
→ 11	5	8	0	-6	.	-0.5	1	10	0
Cc1cccc(-c2noc(-c3ccccc3C(=O)NCc3ccco3)n2)c1
→ -8	-1	?	-5	0	-4	2.1	0	-3	-9
